APP 5'UTR act: activates APP 5'UTR luciferase reporter; activation, % at 2 µM; SH-SY5Y APP 5'UTR luciferase reporter, luminescence; zero percent = DMSO vehicle wells; 1% of 190,000 active;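 active means activation above a set limit, based on mean plus 3 SD of controls, cut at about 140% in these data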; further: values of inactives mirror those of a sister screen read the other way
ROMK primary: modulators of human ROMK potassium channel. Tet-inducible ROMK, thallium flux fluorescence; actives lie on both sides. B-score at 10 µM. 2% of 130,000 active. AID 1918;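 active means signal ratio slope over the read window, or its plate-corrected B-score, at least 3 SD from the plate mean, either direction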;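 further: B-score of the F/F0 ratio slope over 7 to 12 s after thallium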
Target sequence (P48048 whole entry, looked up): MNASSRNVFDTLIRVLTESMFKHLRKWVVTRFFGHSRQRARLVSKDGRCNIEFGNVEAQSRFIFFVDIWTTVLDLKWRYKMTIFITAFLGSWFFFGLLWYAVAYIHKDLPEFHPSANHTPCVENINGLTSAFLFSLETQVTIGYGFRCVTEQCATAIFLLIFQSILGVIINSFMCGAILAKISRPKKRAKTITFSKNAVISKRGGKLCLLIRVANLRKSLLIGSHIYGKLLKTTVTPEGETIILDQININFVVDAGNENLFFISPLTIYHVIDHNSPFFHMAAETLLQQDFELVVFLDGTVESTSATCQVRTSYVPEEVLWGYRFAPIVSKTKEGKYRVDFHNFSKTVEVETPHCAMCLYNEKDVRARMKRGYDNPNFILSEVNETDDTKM
STAT3 activator: activators of IL-6 induced STAT3 signaling. U3A cells, IL-6 STAT3-luciferase reporter, luminescence; 100% = signal with IL-6 EC80 alone. activation (% of control), % at 5.6 µM. 0.91% of 190,000 active;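 active means activation above the screen-wide mean of compound activation plus 3 SD, cut at about 130% in these data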;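 further: 0% = background luminescence of wells with medium and substrate only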
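Material: STAT3-luciferase reporter U3A cells; Probe or stimulus: IL-6 (33 ng/mL); Incubation: compound pre-incubation 1 h before IL-6, then 6 h stimulation at 37 °C; Technique: luminescence from STAT3-driven luciferase reporter; Evaluation: % activation versus median of IL-6-stimulated wells; Controls: IL-6-only high control.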
FLuc inhib CS: inhibits firefly luciferase, flagging false hits in luciferase inhibition screens; ATPLite firefly luciferase biochemical luminescence, 10 min; 1.5% of 200,000 active; inhibition, % at 10 µM; P08659;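 active means inhibition above about 50% when tested at 10 µM, limit read from the data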
Target sequence (P08659 whole entry, looked up): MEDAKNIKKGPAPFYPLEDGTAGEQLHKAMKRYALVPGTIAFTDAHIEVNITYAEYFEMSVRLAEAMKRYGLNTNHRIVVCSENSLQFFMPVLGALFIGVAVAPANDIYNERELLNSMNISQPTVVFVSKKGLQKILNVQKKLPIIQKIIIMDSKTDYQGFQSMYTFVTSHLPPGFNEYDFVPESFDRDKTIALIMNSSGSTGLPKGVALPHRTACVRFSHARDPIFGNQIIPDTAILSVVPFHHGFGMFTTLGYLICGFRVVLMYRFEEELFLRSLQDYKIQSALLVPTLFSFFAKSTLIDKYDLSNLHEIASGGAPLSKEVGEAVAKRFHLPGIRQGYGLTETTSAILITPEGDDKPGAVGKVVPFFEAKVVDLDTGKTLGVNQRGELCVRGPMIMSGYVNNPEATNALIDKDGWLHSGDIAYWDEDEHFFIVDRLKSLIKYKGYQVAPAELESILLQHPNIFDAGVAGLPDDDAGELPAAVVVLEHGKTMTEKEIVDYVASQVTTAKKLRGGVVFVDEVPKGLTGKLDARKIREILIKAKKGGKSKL
NF-kB neuron act: NF-kB expression increase, human neuronal cells. NF-kB reporter expression; hits give high values. fold change at 12.5 µM. 1.6% of 190,000 active; in the data active means fold change above about 3.3
FLuc act counter: firefly luciferase counter-screen for stimulation assays | P08659 | ATPlite luciferase biochemical, luminescence, 10 min; 0 = ATP-free wells, 1 = DMSO control | activation factor at 10 µM | 200,000 tested, under 10 active;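 active means luciferase activation factor, scaled between plate controls, of at least 2 with compound at 10 µM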
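System: luciferase plus luciferin reagent, cell-free; medium: PBS as buffer for the ATP substrate; dosing: test compounds dosed from 2 mM stocks in 100% DMSO; timing: 10 min post-reagent at room temperature; measured by: luminescence measurement of luciferase light output; evaluation: luciferase activation, seen as luminescence increase over controls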
APP 5UTR inh: APP translation inhibition; AID 1285; SH-SY5Y APP 5'UTR-luciferase reporter, luminescence; 0.82% of 190,000 active; inhibition, % at 2 µM;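 active means inhibition above a set limit, derived from the sample mean plus 3 SD, cut at about 45% in these data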; further: values of inactives mirror those of a sister screen read the other way
STAT1 activator: increases IFN-gamma driven STAT1 reporter signal. AID 932. activation (% of control), % at 5.5 µM. 2.6% of 200,000 active. NIH 3T3 STAT1-luciferase reporter, luminescence; 100% = IFN-gamma alone, no compound;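 active means activation above the screen-wide mean activation plus 3 SD, cut at about 130% in these data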;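 further: raw ratio to IFN-gamma control signal so 100% means no change and 0% no light; values of inactives mirror those of a sister screen read the other way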
STAT3 blocker: STAT3 signaling inhibition; U3A cells, IL-6 STAT3-luciferase reporter, luminescence; host cell line lacks STAT1; inhibition, % at 5.5 µM; AID 862; 0.89% of 190,000 active;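 active means inhibition above the mean inhibition across all screened compounds plus 3 SD, cut at about 44% in these data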;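 further: 0% = DMSO only wells and 100% = 100 µM nifuroxazide control wells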
STAT1 blocker: STAT1 signaling inhibition. NIH 3T3 STAT1-luciferase reporter, IFN-gamma, luminescence. inhibition, % at 5.5 µM. 0.35% of 200,000 active;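 active means inhibition above a set limit, the mean inhibition across all tested compounds plus 3 SD, cut at about 34% in these data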;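 further: 0% = IFN-gamma with DMSO and 100% = IFN-gamma with 300 µM nifuroxazide; values of inactives mirror those of a sister screen read the other way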
The depositor's hits bear a star; · = not tested or not shown.

smiles,NF-kB neuron act,STAT1 activator,STAT3 blocker,ROMK primary,FLuc act counter,STAT1 blocker,FLuc inhib CS,STAT3 activator,APP 5'UTR act,APP 5UTR inh
Cc1ccc(C(=O)SC2=NCCS2)cc1,1.2,102,-2,0.33,1,-2,-2,102,18,-18
Cc1cc(Cl)ccc1NC(=O)C1CCN(S(C)(=O)=O)CC1,1.5,101,6,0.58,1,-3,2,100,-5,5
CCCCC1(C)NC(=O)N(CC(=O)Nc2ccc(S(=O)(=O)N3CCOCC3)cc2)C1=O (configuration not stated),1.2,98,10,·,1,2,2,96,13,-13
O=C(Nc1ccccc1C(=O)NC1CCCCC1)c1ccco1,1.1,93,-2,·,1.1,1,-9,104,14,-14
Cc1cccc(N2C(S)=C(C#N)C(=O)NC2c2ccco2)c1 (configuration not stated),1,98,-3,·,1,1,-1,105,-1,1
N#CCSc1nc2ccccc2c(=O)n1CCCC(=O)NCc1ccco1,1.2,122,16,-0.55,1,-25,-1,96,27,-27
O=C(CCc1ccc(S(=O)(=O)N2CCOCC2)cc1)N/N=C/c1ccc(F)cc1F,1.1,92,-1,0.87,1,7,1,104,-14,14
CCn1c2ccccc2c2cc(Nc3cc(C)nc4ncnn34)ccc21,4.4*,103,-43,·,1.1,-2,-8,136*,-96,96*
O=C(CSc1nnc(-c2cccnc2)n1Cc1ccco1)N1c2ccccc2Sc2ccccc21,0.71,102,-1,0.0067,1,-2,2,104,-6,6
COc1ccccc1N1CCN(C(=O)COc2ccc(Cl)cc2)CC1,0.99,104,10,-1.4,1,-3,-3,95,9,-9
CC(Nc1cc(N2CCCC2)ccc1[N+](=O)[O-])c1ccccc1 (configuration not stated),0.97,104,-9,·,1.1,-4,-8,108,-7,7
CCN(CC)c1ncnc2scc(C3COc4ccccc4O3)c12 (configuration not stated),0.83,101,6,·,1.1,-1,-8,98,2,-2
COc1ccc(CCNC(=O)CNS(=O)(=O)c2ccc(Br)s2)cc1OC,0.99,99,3,·,1,1,-4,102,2,-2
COc1ccc(-c2cc(C(=O)Nc3c(C)nn(Cc4ccccc4Cl)c3C)no2)cc1OC,0.84,93,14,·,1,8,-2,91,1,-1
O=C(COC(=O)C1c2ccccc2Oc2ccccc21)NC1CCS(=O)(=O)C1 (configuration not stated),1.2,99,6,·,1,1,1,99,1,-1
CCOc1ccc(-n2c3nc4ccccc4nc3c3c(=O)n(Cc4ccco4)cnc32)cc1,·,98,25,1.1,·,3,·,82,8,-8
Cc1cc2ncn(/N=C/c3ccc([N+](=O)[O-])s3)c2cc1C,0.84,87,11,·,1,14,-4,90,-13,13
Cc1ccc(NC(=O)CC(NCC2CCCO2)C(=O)O)cc1C (configuration not stated),1,93,18,-0.6,1,7,0,94,-2,2
Cc1ccc(C(=O)CSc2nc3ccccc3c(=O)[nH]2)cc1C,1.6,99,9,0.44,1,-1,4,94,25,-24
COc1ccc(-c2cc(C(F)(F)F)nc(SCC(=O)Nc3ccc4c(c3)OCO4)n2)cc1OC,1.3,95,13,0.45,1,5,-3,93,7,-7
c1ccc(CNc2nc3ccccc3n3cnnc23)cc1,0.87,98,18,·,1,3,-1,92,8,-8
COc1ccc(OCC(=O)Nc2ccc(N3CCOCC3)cc2)c([N+](=O)[O-])c1,1.2,99,16,-0.026,1,1,-1,93,-15,15
N#CC1(Cc2ccccc2Cl)c2ccccc2C=CN1C(=O)c1ccccc1 (configuration not stated),0.85,103,11,-0.23,1.1,-3,-5,94,-5,5
CCOc1ccc(-n2c(=O)c3sccc3n(CC(=O)NCc3ccco3)c2=O)cc1,0.94,103,11,·,1,-3,1,95,0,0
C=CCN1C(=O)C2(c3ccccc31)C1CCCC=C1C(C#N)=C(N)C2(C#N)C#N (configuration not stated),0.89,113,-2,·,1,-14,-1,105,-16,16

Three of the entries above in order of the NF-kB neuron act value, rising.
Molecule | NF-kB neuron act | STAT1 activator | ROMK primary | STAT1 blocker | FLuc inhib CS | STAT3 activator | APP 5'UTR act | APP 5UTR inh
c1ccc(CNc2nc3ccccc3n3cnnc23)cc1 | 0.87 | 98 | · | 3 | -1 | 92 | 8 | -8
C=CCN1C(=O)C2(c3ccccc31)C1CCCC=C1C(C#N)=C(N)C2(C#N)C#N (configuration not stated) | 0.89 | 113 | · | -14 | -1 | 105 | -16 | 16
O=C(CCc1ccc(S(=O)(=O)N2CCOCC2)cc1)N/N=C/c1ccc(F)cc1F | 1.1 | 92 | 0.87 | 7 | 1 | 104 | -14 | 14

(cont.)
smiles,NF-kB neuron act,STAT1 activator,STAT3 blocker,ROMK primary,FLuc act counter,STAT1 blocker,FLuc inhib CS,STAT3 activator,APP 5'UTR act,APP 5UTR inh
COc1ccccc1NS(=O)(=O)c1ccc(NC(C)=O)cc1,1.1,100,0,-1.2,1,0,-4,102,18,-18
CC1CCc2c(C(=O)N3CCN(S(=O)(=O)c4cccs4)CC3)csc2C1 (configuration not stated),0.82,100,-6,·,1.1,0,-6,111,6,-6
COc1ccc(/C=C/C(=O)Nc2ccccc2C(=O)N2CCCC2)cc1,1,116,-1,-0.002,0.6,-17,35,106,15,-15
CCN(C(=O)CSc1nc2nc(C)cc(C)n2n1)c1ccccc1,1,102,6,·,1.1,-2,-8,98,5,-5
Cn1c(-c2cc(Br)ccc2O)n[nH]c1=S,0.99,104,5,·,1.1,-3,-6,102,-8,8
COC(=O)CCNC(=O)Cn1cnc2sc3c(c2c1=O)CCCC3,0.96,110,-5,1.2,1.1,-12,-6,105,-20,20
Cc1cc(C)cc(N2C(=O)CN(Cc3sccc3C)C2=S)c1,1.1,105,-6,0.069,1.1,-6,-6,106,2,-2
CCCN(CC1CC1)C(=S)Nc1ccc(Oc2ccccc2)cc1,1.1,100,-1,-0.017,1,0,-4,100,-2,2
COc1ccccc1CNS(=O)(=O)c1cc(C)ccc1OC,1.1,109,-13,·,1.1,-3,-6,114,0,0
Cc1nc2ccc(C(=O)N3c4ccccc4CC3C)cc2s1 (configuration not stated),1.6,86,6,0.11,1,13,-5,97,-4,4
CCNC(=O)CN(CCc1ccccc1)S(=O)(=O)c1ccc(OC)cc1,0.82,106,13,-0.078,1.1,-7,-7,95,14,-14
O=C(O)C1(c2ccccc2)CCN(S(=O)(=O)c2cccs2)CC1,1.2,108,-4,0.37,1.1,-10,-7,106,15,-15
CN(C(=O)CSc1nnc(-c2ccco2)o1)C1CCCCC1,1.4,108,-4,·,1,-9,5,107,11,-11
Cc1cccc(-n2nc(C(=O)c3ccco3)cc(-c3nc4ccccc4[nH]3)c2=N)c1,1.1,89,24,-0.19,1.1,12,-10,82,26,-26
C=CCNC(=O)C12CCC(C)(C(=O)C1Br)C2(C)C (configuration not stated),1.3,93,0,1.2,1.1,8,-7,104,-14,14
O=S(=O)(c1ccccc1)c1nc(-c2ccco2)oc1N1CCCCCC1,1.2,105,-1,-2.8*,1,-5,0,104,-7,7
Cc1cc(C)nc(Oc2ccc(Br)cc2Br)n1,0.86,142*,6,-0.038,1.1,-47,-6,99,23,-23
COc1ccc(C(=O)Nc2nc3c(s2)Cc2cc(OC)ccc2-3)cc1,0.9,104,28,·,1,-4,3,78,7,-6
COc1ccc(NC(=O)N2CCC(n3nnc4cc(C)ccc43)CC2)cc1,1.2,99,14,0.17,1,1,0,92,8,-8
CCN1C(=O)/C(=C\c2cn(CCC#N)nc2-c2ccc(F)cc2)SC1=S,0.66,102,2,·,1,-3,0,98,-3,3
CCOC(=O)CSc1nc2c(c(=O)n(C)c(=O)n2C)n1Cc1ccccc1F,1.2,107,4,·,1,-8,-3,101,-1,1
CCN(CC)S(=O)(=O)c1ccc(Cl)c(C(=O)Oc2cccnc2)c1,1.1,101,3,·,1,-1,2,106,-6,6
Cn1c(=O)c2c(nc(Sc3ncnn3CC(=O)NC(C)(C)C)n2C)n(C)c1=O,0.97,105,9,0.89,1,-6,-4,97,23,-23
CSCc1cc(N2CCOCC2)nc(SCc2ccc(Cl)c(Cl)c2)n1,1.1,99,-2,·,1,2,-3,107,18,-18
CCCn1ncc(CN2CCC(N3CCC(C(=O)N4CCOCC4)CC3)CC2)c1C,1.1,94,5,1.5,1,4,-2,99,2,-2
C/C(=N/NC(=O)CNC(=O)c1ccc2c(c1)OCO2)c1ccc2c(c1)CCCC2,1,99,7,-0.14,1,0,-3,96,2,-2
Cc1ccc(S(=O)(=O)ON=C2CCN(S(=O)(=O)c3ccccc3)CC2)cc1,1.1,101,-4,·,1,-1,-3,106,-1,1
CC(C)NC(=O)CSc1nc(N)c(-c2ccccc2)c(=O)[nH]1,1.2,103,4,-0.7,1,-4,4,100,-16,16
CCOC(=O)C1=C(O)CSC1=Nc1cccc2ccccc12,1.2,105,18,-0.87,1,-5,-4,87,12,-12
COc1ccc(C2NC(Cc3ccccc3)(C(=O)O)C3C(=O)N(c4ccccc4OC)C(=O)C23)cc1 (configuration not stated),0.99,104,1,0.0054,1,-6,-2,100,-4,4
COc1ccc(OC)c(C(=O)CN2C(=O)NC(C)(c3ccccc3)C2=O)c1 (configuration not stated),1.3,110,7,·,1.1,-11,-5,100,0,0

Complete entries from above.
`c1ccc(CNc2nc3ccccc3n3cnnc23)cc1` across the screens: NF-kB neuron act: 0.87; STAT1 activator: 98; STAT3 blocker: 18; ROMK primary: ·; FLuc act counter: 1; STAT1 blocker: 3; FLuc inhib CS: -1; STAT3 activator: 92; APP 5'UTR act: 8; APP 5UTR inh: -8
`CC1CCc2c(C(=O)N3CCN(S(=O)(=O)c4cccs4)CC3)csc2C1` (configuration not stated) across the screens: NF-kB neuron act: 0.82; STAT1 activator: 100; STAT3 blocker: -6; ROMK primary: ·; FLuc act counter: 1.1; STAT1 blocker: 0; FLuc inhib CS: -6; STAT3 activator: 111; APP 5'UTR act: 6; APP 5UTR inh: -6

Compound activity (PubChem BioAssay)
